Screens from PubChem.
PKA-R1A activ: activators of PKA-R1A holoenzyme, primary screen, biochemical, fluorescence polarization, Cy5-IP20, bovine R1A, mouse PKAc. PKA-R1A dissociation; scaled: DMSO 0%, 113 µM cGMP 100%. hit rate 0.083% among 340,000. cAMP-dependent protein kinase type I-alpha regulatory subunit (Bos taurus) + …. activation, % at 11.4 µM;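 active means percent activation above the mean of all tested compounds plus 3 SD, cut at about 19% in these data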;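 further: higher means more PKAc released from R1A so a rise in polarization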
AddAB inh: growth inhibition of E. coli expressing H. pylori AddAB, primary screen, AddAB inhibitor project, absorbance; AID 435030, 2010; inhibition, % at 11.9 µM; hit rate 0.29% among 330,000; in the data active means inhibition above about 12%;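 further: 0% = vehicle wells of infected cells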
E coli growth: E. coli V3065 growth inhibition, primary screen, counter-screen for AddAB inhibitor project, absorbance, OD600. inhibition, % at 11.9 µM. 18 h. hit rate 0.27% among 330,000;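 active means inhibition above the campaign's mean inhibition across all tested compounds plus 3 SD, cut at about 9.9% in these data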;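 further: uninfected addAB+ strain grown without phage in ampicillin broth; 0% = DMSO wells and 100% = ciprofloxacin 0.95 µg/ml wells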
DAGLB inh: DAGLB lipase inhibitors, primary screen, biochemical, fluorescence, HTS. HEK293T DAGLB membrane lysate, EnzChek fluorogenic substrate. inhibition, % at 5.17 µM. hit rate 0.059% among 340,000. AID 504411, 2011; in the data active means inhibition above about 34%;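 further: 0% = enzyme with vehicle and 100% = wells lacking enzyme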
CDK5 inh: inhibitors of human CDK5/p35 kinase, primary screen, biochemical, single concentration; Cyclin-dependent kinase 5 (Homo sapiens) + Cyclin-dependent kinase 5 activator 1 (Homo …; Recombinant CDK5/p35, ADP-Glo luminescence, 60 min; inhibition, % at 10 µM; hit rate 0.01% among 330,000;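 active means highest replicate inhibition of at least 50% and at least 75% of replicates reaching 50%; inconclusive means only one of the two criteria met; inactive means both criteria failed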;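 further: plate controls were DMSO neutral control for no effect and GW8510 at 10 µM for full effect; many of its hits are not listed in these tables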
Target sequence (Q00535 whole entry, looked up): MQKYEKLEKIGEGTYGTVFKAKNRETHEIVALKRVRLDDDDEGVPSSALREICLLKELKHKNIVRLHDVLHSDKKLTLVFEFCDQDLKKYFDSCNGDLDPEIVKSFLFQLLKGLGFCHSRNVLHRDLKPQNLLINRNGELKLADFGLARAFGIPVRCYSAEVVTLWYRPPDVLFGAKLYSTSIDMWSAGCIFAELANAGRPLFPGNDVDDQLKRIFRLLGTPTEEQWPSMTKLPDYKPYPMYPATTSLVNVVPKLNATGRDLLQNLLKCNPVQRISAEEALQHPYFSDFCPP
Target sequence (Q15078 whole entry, looked up): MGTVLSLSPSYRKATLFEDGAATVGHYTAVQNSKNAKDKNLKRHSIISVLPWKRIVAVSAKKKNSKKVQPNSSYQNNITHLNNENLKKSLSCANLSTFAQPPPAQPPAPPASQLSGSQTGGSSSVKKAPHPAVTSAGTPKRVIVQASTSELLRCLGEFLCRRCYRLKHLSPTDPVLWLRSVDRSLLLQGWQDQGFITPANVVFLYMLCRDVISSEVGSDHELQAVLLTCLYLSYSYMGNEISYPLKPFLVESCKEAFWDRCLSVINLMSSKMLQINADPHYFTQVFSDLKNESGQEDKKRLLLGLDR
Tat transport: E. coli Tat export inhibitors, primary screen, MC4100, TorA-mCherry reporter, fluorescence, single point; inhibition, % at 10 µM; hit rate 0.036% among 340,000; AID 488895, 2010;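 active means mean replicate inhibition at least 50% and at least half of replicates individually reaching 50%; inconclusive means only one of the two criteria met; inactive means neither criterion met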;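 further: exported cargo escapes ClpAP degradation while cytoplasmic cargo is degraded and loses fluorescence; 0% = median of neutral control wells and 100% = median of NaSCN control wells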
PKA-R2B activ: activators of PKA-R2B holoenzyme, primary screen, biochemical, fluorescence polarization, Cy5-IP20, human. cAMP-dependent protein kinase catalytic subunit beta (Homo sapiens) + cAMP-dependent …. PKA-R2B holoenzyme dissociation; R2B truncated from residue 108, S112A mutant; 0% DMSO only, 100% 113 µM cGMP. hit rate 0.079% among 340,000. activation, % at 11.4 µM. AID 504700, 2011;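 active means activation above a cutoff set at the mean over all compounds plus 3 SD, cut at about 18% in these data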;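 further: higher means more holoenzyme dissociation and a rise in polarization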
phage Ecoli inh: growth loss of phage-infected E. coli, primary screen, RecBCD inhibitor project, absorbance, with phage, HTS | inhibition, % at 11.9 µM | hit rate 0.26% among 360,000 | AID 651602, 2012; in the data active means inhibition above about 11%
SUMO Mot1 rescue: yeast Mot1-301 growth rescue at high temperature, primary screen, SUMOylation pathway inhibitor project, S. cerevisiae, ATP luminescence, 38.5C; S. cerevisiae Mot1-301 growth rescue; percent above DMSO median, 100 means doubled; growth rescue, % at 18.8 µM; hit rate 1% among 320,000; AID 2716, 2010;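 active means every valid replicate shows activation above 250% relative to neutral control wells; inactive means the rest, any valid replicate at or below 250%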;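 further: OY570 slx delta 5 strain wells were the positive control but not used for scaling; some compounds called inactive have numbers as strong as hits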
HTR5A ag: HTR5A agonists in luminescence cell assay, primary screen, counter-screen for OPRM1-OPRD1 heterodimer agonist project, full-deck HTS; 5-hydroxytryptamine receptor 5A (Homo sapiens), P47898; cell-based; activation, % at 9.3 µM; hit rate 0.61% among 340,000; in the data active means activation mostly above about 9.5%, no sharp cut-off; inactive means mostly below about 7.6%;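 further: 0% = cells with vehicle only and 100% = reference agonist; strong numbers were not always called active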
Target sequence (P47898 whole entry, looked up): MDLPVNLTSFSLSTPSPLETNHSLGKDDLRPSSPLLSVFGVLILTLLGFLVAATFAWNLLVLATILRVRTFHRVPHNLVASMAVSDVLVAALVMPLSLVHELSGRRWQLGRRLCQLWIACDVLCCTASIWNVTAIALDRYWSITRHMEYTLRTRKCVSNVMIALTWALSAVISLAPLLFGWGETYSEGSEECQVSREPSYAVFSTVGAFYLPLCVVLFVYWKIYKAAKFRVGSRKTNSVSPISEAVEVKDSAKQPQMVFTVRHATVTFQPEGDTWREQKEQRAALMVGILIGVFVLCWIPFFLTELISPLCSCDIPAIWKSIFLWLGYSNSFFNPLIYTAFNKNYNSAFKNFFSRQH
HTR5A inv ag: HTR5A inverse agonists in luminescence cell assay, primary screen, counter-screen for OPRM1-OPRD1 heterodimer inverse agonist project, full-deck HTS | HTR5A cell line, inverse agonism | 5-hydroxytryptamine receptor 5A (Homo sapiens), P47898 | inhibition, % at 9.3 µM | hit rate 0.083% among 340,000; in the data active means inhibition mostly above about 23%, no sharp cut-off; inactive means mostly below about 18%;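 further: 0% = cells with DMSO and 100% = no-cell wells with DMSO; some compounds called inactive have numbers as strong as hits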
* = called active by the depositor; u = inconclusive; x = no result given; & = joins results of further samples.

SMILES | PKA-R1A activ | AddAB inh | E coli growth | DAGLB inh | CDK5 inh | Tat transport | PKA-R2B activ | phage Ecoli inh | SUMO Mot1 rescue | HTR5A ag | HTR5A inv ag
O=C(Nc1ccccc1)c1c(O)[nH]c(=S)[nH]c1=O | -7 | 2.6 | -1.3 | 5 | -2.6 | -12 | 5 | 2.1 | -6 | -6 | 13
CCOC(=O)[C@@H]1[C@H]2COc3ccc(Br)cc3[C@H]2N2C(=O)N(c3cccc(C)c3)C(=O)[C@]12C | 3 | 0.4 | 2.1 | -9 | -0.3 | -1 | -4 | 1.9 | 20 | -3 | -20
O=C(/C=C/c1ccc2c(c1)OCO2)c1c(O)n(CCC2=CCCCC2)c(=O)[nH]c1=O | 0 | -1.1 | 0.7 | 3 | -2.6 | 8 | 2 | 3.1 | -27 | -1 | -13
COC(=O)C1=C(c2cc3ccccc3s2)C[C@@H]2CC[C@H]1N2C(=O)NCCCOC(C)C | 0 | 1.5 | 2.2 | 0 | 2.9 | -3 | -11 | 3.3 | 6 | -4 | 14
Cc1nc2ccccc2c(=O)n1-c1ccc(Br)cc1[N+](=O)[O-] | -11 | -0.9 | -0.6 | -1 | -1.4 | 0 | -4 | 4.7 | -5 | 0 | -1
CCOC(=O)c1ccccc1C(=O)OCC | 6 | 4.1 | 0.3 | 2 | 0.6 | -14 | -4 | 2.1 | 11 | 5 | -17
Cc1cc(OCC(=O)N[C@@H](Cc2ccccc2)C(=O)O)c2c3c(c(=O)oc2c1)CCCC3 | -11 | 3.7 | -2.8 | 2 | -1.0 | -8 | -7 | 1.1 | 18 | 3 | -3
N#C/C(=C\c1ccc(O)cc1)C(=O)O | -3 | x | x | 2 | 0.1 | -3 | -9 | 2.2&0.8 | x | 0 | -1
O=C1NC(=O)C(=Cc2cc3c(cc2[N+](=O)[O-])OCO3)C(=O)N1 | -5 | -0.5 | -0.6 | 4 | 0.4 | 0 | -6 | 0.5 | -8 | 3 | -7
COc1ccc(C(=O)Oc2cccc3cccnc23)cc1S(=O)(=O)N1CCOCC1 | -14 | -0.3 | 0.4 | -1 | -0.6 | 3 | -2 | 1.5 | -14 | 0 | 0
CCn1c(C)c(C(=O)Nc2ccc(OC)cc2)c2cc(OC)ccc21 | -11 | 2.5 | -0.1 | -2 | 1.0 | 1 | -6 | 1.1 | 144 | 0 | 2
O=C(O)c1c[nH]c2ccc(S(=O)(=O)N(CCCl)CCCl)cc12 | -7 | 4.5 | 0.2 | 0 | 0.4 | -7 | 1 | 0.6 | 5 | 3 | 21
CCC(=NCCO)c1c(O)n(-c2ccccc2)c(=O)[nH]c1=O | 8 | 2.1 | 0.5 | -2 | 0.6 | -7 | 2 | 3.0 | 236 | 0 | -26
CC/C(=N\Nc1ccccc1)c1c(O)n(-c2ccc(OC)cc2)c(=O)[nH]c1=O | 0 | 1.8 | 0.7 | 2 | -0.4 | -20 | -3 | 2.5 | 184 | 8 | 8
CC(C)N1C(=O)NC(=O)C2(Cc3cc([N+](=O)[O-])ccc3N(C)C2c2ccccc2)C1=O (centres undefined) | -8 | 4.0 | -0.7 | 3 | -1.1 | -3 | -7 | 2.7 | 5 | -3 | 9
COc1ccc(CCC(C)NCCc2ccccc2)cc1 (centres undefined) | 4 | 1.0 | 1.1 | 0 | -1.3 | -5 | -13 | 0.9 | 6 | -4 | 10
COc1ccc(CCC(=O)N2CCC3(CC2)OCCO3)cc1 | 0 | -1.0 | -0.8 | -3 | 1.6 | 1 | 1 | 2.6 | -1 | 1 | 12
CC(C)CCOC(=O)c1c(N)n(CC2CCCO2)c2nc3ccccc3nc12 (centres undefined) | -9 | 0.2 | -1.2 | 2 | -2.5 | 10 | -17 | -0.8 | 8 | 3 | -28
COC(=O)C1=C(c2cccc(OC)c2OC)C[C@@H]2CC[C@H]1N2C(=O)N1CCC(O)CC1 | 3 | 2.8 | -0.3 | 2 | 2.5 | -8 | 1 | 1.2 | 6 | -3 | -16
CCCc1[nH]nc2c1C1(C(=O)N(CC(N)=O)c3ccccc31)C(C(=O)OC)=C(N)O2 (centres undefined) | -4 | 3.2 | 1.4 | 0 | 0.7 | -7 | -7 | 2.6 | -2 | -1 | 14
CC(C)(C)NC(=O)C1CC2CCCCC2CN1 (centres undefined) | 2 | 3.2 | 2.3 | 2 | -0.1 | -4 | -5 | 4.3 | -7 | 2 | -4
Cc1ccsc1C(=O)C1CCCN(Cc2cnn(C)c2)C1 (centres undefined) | 2 | 3.5 | 0.6 | 2 | -3.3 | -1 | -7 | 3.1 | -3 | 4 | 7
CCC(=NCc1ccc(F)cc1)c1c(O)n(C)c(=O)n(C)c1=O | -17 | -2.0 | 0.2 | -1 | -3.9 | 6 | -17 | 1.1 | -6 | -2 | 23
Cc1c(Oc2cc(NN3CCCCC3)c([N+](=O)[O-])cc2[N+](=O)[O-])cccc1[N+](=O)[O-] | 7 | 1.8 | -0.9 | -2 | -0.7 | -6 | 1 | 4.2 | 220 | 0 | -20
COc1c2c(cc3c1OCO3)CC[N+](C)=C2 | 3 | 0.7 | 0.5 | -1 | -2.1 | 2 | 4 | 3.2 | -2 | 1 | 17
O=C1/C(=C\c2ccccc2)C2OCC=C3CN4CCC56c7ccccc7N1C5C2C3CC46 (centres undefined) | 3 | 1.9 | -2.8 | 5 | 1.1 | -10 | -3 | 2.0 | 44 | -2 | 8
O=[N+]([O-])c1ccc(N2CCCC2)c2ncccc12 | -21 | -0.8 | -2.5 | 1 | -0.1 | 0 | -6 | 3.5 | -17 | 0 | -1
Cc1ncc(CNC(=O)N(CCCl)N=O)c(N)n1 | -4 | -1.3 | -1.4 | 3 | -0.2 | u | -7 | 2.5 | -8 | 4 | -15
Cc1nn(Cc2ccccc2Cl)c(C)c1C(=O)OCC(=O)NC1CCS(=O)(=O)C1 (centres undefined) | 12 | 2.0 | 0.0 | 0 | -0.7 | -10 | 6 | 1.2 | 10 | 2 | 17
O=c1c2ccccc2nc(C[n+]2ccccc2)n1-c1cccc(C(F)(F)F)c1 | 5 | -0.2 | -1.8 | 0 | -0.4 | -5 | 8 | 1.0 | -2 | 0 | -29
Cc1ccc(-c2nc3ccccc3c(=O)n2-c2nccs2)cc1 | 11 | 1.2 | -0.2 | -2 | 0.8 | -5 | 8 | 1.8 | 22 | 4 | 2
COc1cccc(NP(=O)(Oc2ccc(Cl)cc2)Oc2ccc(Cl)cc2)c1 | -2 | -0.7 | 0.4 | -5 | -3.1 | 3 | 6 | 3.7 | -7 | -2 | -2
Cc1[nH]c2ccc(OC(F)(F)F)cc2c1CCNCc1cccc([N+](=O)[O-])c1 | -14 | 2.9 | 1.7 | -4 | 3.2 | 1 | -5 | 2.1 | 0 | 10 | -38
O=C1CN=C(c2cccs2)c2c(sc3c2CCCC3)N1 | 6 | 0.2 | -2.0 | 3 | 0.5 | 3 | -10 | 0.7 | -8 | -3 | 14
COC(=O)C1=C(c2ccc(Cl)c(C(F)(F)F)c2)C[C@@H]2CC[C@H]1N2C(=O)NCCNC(C)=O | -4 | -0.6 | -0.2 | -3 | -0.2 | -22 | -11 | 2.5 | -3 | 2 | 11
Oc1ccc(C2=CCNCC2)cc1O | 5 | 4.6 | 2.2 | 0 | 0.4 | 1 | 3 | -0.4 | -19 | 5 | -7
CC[C@H]1CN2CCC1C[C@H]2[C@H](O)c1ccnc2ccc(OC)cc12 (some centres undefined) | -3 | 4.4 | -0.7 | 1 | 2.0 | 8 | 5 | 3.0 | 347 | -4 | -9
O=C1C2(Cl)C3(Cl)C4(Cl)C(Cl)(Cl)C5(Cl)C3(Cl)C1(Cl)C5(Cl)C24Cl (centres undefined) | -9 | 1.7 | 0.9 | 7 | -2.7 | 0 | -3 | 3.7 | 115 | 5 | -23
O=C(N/N=C/c1c(O)n(CCc2ccccc2)c(=O)[nH]c1=O)c1ccccc1O | 1 | 6.6 | 0.5 | 11 | 1.7 | 5 | 13 | 2.7 | -13 | 5 | -14
NNC(=O)CN1C(=O)CN=C(c2ccccc2)c2cc(Br)ccc21 | -4 | 0.5 | -0.5 | 2 | 1.4 | -7 | -4 | 3.5 | -8 | 3 | -1
ClCCN(CCCl)c1ccc(-n2cnc3c(Cl)ncnc32)cc1 | -1 | x | x | 1 | -1.2 | -2 | -4 | -0.9 | x | -4 | 15
COC(=O)C(Cc1ccc(N(CCCl)CCCl)cc1)N=Cc1ccccc1O (centres undefined) | 2 | 0.2 | -2.0 | -4 | 0.2 | -1 | -1 | 2.4 | -24 | -3 | 11
O=c1[nH]c(=O)n(-c2ccc(Cl)cc2)c(O)c1C=Nc1ccc(S(=O)(=O)Nc2nccs2)cc1 | -5 | 8.7 | 3.4 | 2 | -1.4 | 5 | -9 | 12* | 19 | 4 | -1
O=C(COc1ccccc1)N1CCN(CC(O)COc2ccccc2)CC1 (centres undefined) | -8 | 1.9 | 0.0 | -1 | 0.0 | 2 | 1 | 2.1 | -11 | 6 | -12
CC(C)(O)/C=C/C(=O)C(C)(O)C1C(O)CC2(C)C3CC=C4C(C=C(O)C(=O)C4(C)C)C3(C)C(=O)CC12C (centres undefined) | 9 | x | x | 6 | -1.3 | -8 | -8 | 3.4 | x | 8 | -30
NC(N)=N/N=C/c1ccc(N(c2ccccc2)c2ccccc2)cc1 | -1 | 0.2 | 5.5 | 6 | 3.0 | -14 | 1 | 5.8 | -2 | 7 | -27
CCN1CCN(S(=O)(=O)c2cnc(Cl)c(Br)c2)CC1 | -2 | 1.9 | 1.7 | 1 | 0.4 | -4 | -6 | 3.3 | 69 | 3 | 18
O=C1C2CCCN2C(c2ccc(Cl)cc2)N1c1ccccn1 (centres undefined) | -13 | 5.8 | 2.9 | -2 | -1.4 | -1 | -5 | 3.2 | -3 | 3 | 9
O=P(N[C@@H](c1ccccc1)[C@@H]1C[C@H]1CO)(c1ccccc1)c1ccccc1 | -5 | 5.5 | 0.5 | -4 | -1.9 | -7 | -10 | 2.5 | -2 | 2 | -11

Some of the compounds tested; rates above refer to the full screens.
